# DDE Tn7 FP inh: DD(E)-Tn7 binding inhibition, primary FP screen; P02675; FP displacement of FITC-Tn7 peptide from fibrin DD(E); 0% = median of compound wells per plate; inhibition, % at 8.3 µM; 0.13% of 370,000 active; AID 720508;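 active means inhibition above the mean of compounds falling within the control limits plus 3 SD of them, cut at about 14% in these data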;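 further: 0% = plate median of compound wells and 100% = 10 µM Aha-Tn7 peptide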
#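 Test system – human fibrin DD(E) · Times – 10 min preincubation, 3 h with tracer, room temperature · Detection – fluorescence polarization of the labelled Tn7 tracer · Measure – percent inhibition normalized to high-control wells · Benchmarks – high control wells with 10 µM unlabelled Aha-Tn7 peptide (full inhibition) · Repeats – singlicate testing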
# ASAP1 GAP inh: ASAP1 ArfGAP inhibition; ASAP1-stimulated ARF1 GTP hydrolysis, GDP FP detection; inhibition, % at 16.5 µM; 0.19% of 360,000 active; in the data active means inhibition above about 25%;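 further: 0% = vehicle with enzyme and substrate and 100% = no enzyme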
# PLC-beta3 inh: PLC-beta3 (human) inhibition, primary screen | Q01970 | Purified PLC-beta3, fluorogenic substrate, fluorescence | inhibition, % at 12.2 µM | 0.18% of 370,000 active | AID 720704; in the data active means inhibition above about 11%;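 further: 0% = median of compound wells on plate and 100% = full blocker control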
# DDE Tn6 FP inh: DD(E)-Tn6 binding inhibition, primary FP screen | inhibition, % at 8.3 µM | 0.21% of 370,000 active | Fibrin DD(E) TRITC-Tn6 fluorescence polarization displacement | AID 720509;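 active means inhibition above a per-campaign cutoff: mean of compounds within control limits plus 3 SD, cut at about 15% in these data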;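 further: 0% = median of all compound wells on the plate and 100% = blocking peptide control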
# PLC-gamma1 inh: blocks human PLC-gamma1 enzyme activity. 0.84% of 370,000 active. purified PLC-gamma1, fluorogenic substrate, fluorescence. inhibition, % at 12.2 µM. AID 720700. P19174; in the data active means inhibition above about 9.5%
# SIAE inh: inhibitors of human sialic acid acetylesterase SIAE. SIAE FP-Rh probe binding, fluorescence polarization. inhibition, % at 9.66 µM. 0.69% of 370,000 active. AID 1053197;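 active means inhibition above a cutoff: mean of compounds within the control limits plus 3 SD of those, cut at about 17% in these data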;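 further: 0% = plate median of compound wells and 100% = probe without SIAE protein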
# Target sequence (Q9HAT2 whole entry, looked up): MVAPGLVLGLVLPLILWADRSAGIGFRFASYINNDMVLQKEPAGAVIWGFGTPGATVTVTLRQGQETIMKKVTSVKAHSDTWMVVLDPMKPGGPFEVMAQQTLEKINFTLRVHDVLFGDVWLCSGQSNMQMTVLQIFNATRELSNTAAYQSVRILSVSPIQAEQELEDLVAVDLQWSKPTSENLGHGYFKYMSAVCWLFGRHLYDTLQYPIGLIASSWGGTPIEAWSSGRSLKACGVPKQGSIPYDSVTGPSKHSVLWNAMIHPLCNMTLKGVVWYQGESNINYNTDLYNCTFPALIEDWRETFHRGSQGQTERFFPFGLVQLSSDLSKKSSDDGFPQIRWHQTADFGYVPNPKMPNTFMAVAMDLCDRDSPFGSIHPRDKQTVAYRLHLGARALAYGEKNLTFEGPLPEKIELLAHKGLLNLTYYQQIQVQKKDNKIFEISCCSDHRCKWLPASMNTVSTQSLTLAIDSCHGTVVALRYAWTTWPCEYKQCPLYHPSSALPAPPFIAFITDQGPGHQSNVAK
# ARFGAP1 inhibitor: rat ARFGAP1 inhibition; inhibition, % at 16.5 µM; AID 651572; Q62848; 0.26% of 360,000 active; Arfgap1-stimulated ARF1 GTP hydrolysis, GDP FP detection;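 active means inhibition above a per-plate limit, mean inhibition of low control wells plus 3 SD, cut at about 25% in these data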;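 further: 0% = DMSO wells with enzyme and 100% = wells lacking Arfgap1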
# Target sequence (Q62848 1-136 limits assumed): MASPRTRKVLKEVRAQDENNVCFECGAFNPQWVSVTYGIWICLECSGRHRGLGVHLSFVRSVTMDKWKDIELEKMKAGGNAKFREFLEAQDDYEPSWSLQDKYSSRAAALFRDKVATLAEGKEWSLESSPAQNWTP
#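 Assay system: purified rat His6-Arfgap1 residues 1-136 (GAP domain); Reagent: human Δ17 ARF1 bound to GTP; Dosing: 16.5 µM single point, 1.26% DMSO; Times: GTP hydrolysis reaction 2 h at 25 °C; Signal: FP, GDP Alexa 633 tracer displaced from anti-GDP antibody, 620/688 nm; Measure: % inhibition from polarization.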
# ADAM17 inh: ADAM17 inhibition, QFRET primary screen; P78536; recombinant ADAM17, EDANS/DABCYL FRET peptide cleavage; inhibition, % at 6.95 µM; 0.83% of 370,000 active; AID 720648;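 active means inhibition above the mean of compounds lying between control limits plus 3 SD, set per campaign, cut at about 8.5% in these data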;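 further: 0% = DMSO-only wells as the low control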
# ADAM10 inh: inhibitors of human ADAM10; recombinant ADAM10, EDANS/DABCYL FRET peptide cleavage, 3 h; inhibition, % at 7 µM; 0.62% of 370,000 active;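 active means inhibition above a per-campaign cutoff equal to the mean of compounds falling between control-based bounds plus 3 SD, cut at about 20% in these data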;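 further: 0% = DMSO wells while the 100% control is not disclosed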
# TDP2 absorb: blocks human TDP2 phosphodiesterase activity. O95551. recombinant TDP2, T5PNP hydrolysis, p-nitrophenol absorbance 415 nm. inhibition, % at 12.8 µM. 0.34% of 370,000 active. AID 720702;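 active means inhibition above the mean of all tested compounds plus 3 SD, set per campaign, cut at about 25% in these data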;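 further: 0% = DMSO with enzyme and 100% = buffer with substrate but no TDP2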
# Target sequence (O95551 whole entry, looked up): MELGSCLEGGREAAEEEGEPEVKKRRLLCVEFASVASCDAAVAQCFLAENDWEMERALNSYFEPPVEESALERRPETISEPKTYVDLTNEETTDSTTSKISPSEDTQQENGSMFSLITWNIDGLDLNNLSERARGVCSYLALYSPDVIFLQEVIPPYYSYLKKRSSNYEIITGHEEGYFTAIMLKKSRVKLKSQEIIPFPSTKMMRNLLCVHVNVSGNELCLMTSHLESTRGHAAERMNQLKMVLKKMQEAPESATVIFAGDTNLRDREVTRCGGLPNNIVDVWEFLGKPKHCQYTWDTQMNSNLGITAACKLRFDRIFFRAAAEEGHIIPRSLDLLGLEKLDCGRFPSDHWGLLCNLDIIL
#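 Evaluation: % inhibition relative to enzyme-containing and enzyme-free wells. Material: recombinant human TDP2. Benchmarks: enzyme-free and DMSO wells. Timing: enzyme reaction with compound for 2 h at 37 °C. Compound dosing: 12.8 µM only. Measured by: p-Nitrophenol epi absorbance. Reagent: T5PNP substrate at 5 mM, a TopII-DNA adduct mimic. Replication: single well per compound.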
# * hit, by the source's call; i = inactive; nt = not tested or not shown.
# Start of the listing, in advance (2 entries):
SMILES,DDE Tn7 FP inh,ASAP1 GAP inh,PLC-beta3 inh,DDE Tn6 FP inh,PLC-gamma1 inh,SIAE inh,ARFGAP1 inhibitor,ADAM17 inh,ADAM10 inh,TDP2 absorb
COc1ccc(NC(=O)CSc2nnc(C)n2C2CCCCC2)cc1,-1,-1,4,-2,2,-4,8,0,10,-2
CCC(c1c[nH]c2ccccc12)c1cn(C)c2ccccc12 (stereo not drawn),-1,nt,-11,2,-8,0,nt,0,-5,5

# The listing, from the first entry:
SMILES,DDE Tn7 FP inh,ASAP1 GAP inh,PLC-beta3 inh,DDE Tn6 FP inh,PLC-gamma1 inh,SIAE inh,ARFGAP1 inhibitor,ADAM17 inh,ADAM10 inh,TDP2 absorb
COc1ccc(NC(=O)CSc2nnc(C)n2C2CCCCC2)cc1,-1,-1,4,-2,2,-4,8,0,10,-2
CCC(c1c[nH]c2ccccc12)c1cn(C)c2ccccc12 (stereo not drawn),-1,nt,-11,2,-8,0,nt,0,-5,5
CCOC(=O)N1CCN(S(=O)(=O)N2CCCC(C(=O)NCc3cccc(OC)c3)C2)CC1 (stereo not drawn),4,3,-8,1,-1,3,1,-2,3,13
Fc1ccc(NC(=S)Nc2cccc3ccccc23)cc1,-10,7,-79,-6,-57,17,3,-39,-102,6
O=C(O)C1=C[C@@H](C2CC2)C[C@@H](OCc2ccc(CO)cc2)O1,6,-1,-2,-5,-1,-5,9,-6,-8,-1
CC(=O)Nc1cccc(NC(=O)CSc2nnc(Cc3cccn3C)n2CCc2ccccc2)c1,-2,-13,-8,-3,-5,3,-15,-5,-4,18
NS(=O)(=O)c1cccc(NC(=O)CSc2nc3ccccc3[nH]2)c1,0,-5,-8,-7,-1,1,10,-5,-7,3
Cc1oc(S(=O)(=O)N2CCCC2)cc1C(=O)Nc1ccccc1,-7,-4,-8,-1,-1,-5,14,-3,-8,9
Cc1ccccc1S(=O)(=O)N1[C@@H](c2cccc(Cl)c2)C(C(=O)OC(C)(C)C)=CC[C@H]1c1ccc(Cl)cc1,2,-1,3,7,3,0,5,2,-26,-2
O=C(COC(=O)Cc1ccc(Cl)cc1Cl)NC1CC1,-3,6,-2,6,4,-6,10,-3,-4,2
COC(=O)c1cc(N2C(=O)C3C4C=CC(CC4)C3C2=O)ccc1Cl (stereo not drawn),-1,2,-1,2,-1,-1,-2,-2,-14,-7
Cc1cc(=O)oc2cc(OCC(=O)N3CC[C@@]4(O)CCCC[C@H]4C3)c(Cl)cc12,0,-1,9,3,6,-2,2,-9,-14,-8
C=C1CCC[C@]2(C)C[C@H]3OC(=O)C(CNCCN(C)C)[C@H]3CC12 (stereo partly drawn),-3,2,0,4,4,6,5,1,4,-10
CCOc1cccc(OCCOCCN(C)Cc2ccccc2)c1,1,-5,-1,2,1,1,-9,-8,-9,-4
Cc1ccc(C(C(=O)NC2CCCCC2)N(C(=O)Cc2c[nH]c3ccccc23)c2ccccc2)o1 (stereo not drawn),8,4,1,-4,2,4,-6,0,5,1
CC(=O)Nc1cc2c3c(cccc3c1)-c1ccccc1-2,-4,23,i,-13,i,-5,-2,-481,i,-1
Cc1cc(C)c2nc(NC(=O)c3cc(C)on3)sc2c1,-3,-4,-37,-8,-28,4,8,-96,-234,1
Cn1c(=O)c2c(nc(N3CCOCC3)n2CCCNC2=NCCCCC2)n(C)c1=O,-8,1,2,-7,0,1,6,-4,1,18
COc1ccc(C)cc1Nc1nc(-c2c[nH]c3ccccc23)cs1,-8,14,-45,2,-39,8,9,0,1,-3
O=C(CCCc1c[nH]c2ccccc12)N[C@@H](Cc1c[nH]c2ccccc12)C(=O)O,0,-10,-5,1,-4,4,15,-3,1,4
COC(=O)c1ccc(N2NC(=O)/C(=C/c3cc(OC)c(O)c(OC)c3)C2=O)cc1,-3,0,-6,-2,4,-6,-3,4,1,-17
O=S(=O)(c1ccc2ccccc2c1)N1CCN(C(=S)Nc2ccccc2F)CC1,0,-13,-1,1,5,-12,-3,3,18,-16
O=C(C[n+]1ccncc1)c1ccccc1,6,2,-10,-3,-7,5,5,-1,-2,2
CCN(CC)c1ccc(NC(=O)c2c(C)noc2C)cc1,-5,6,-6,0,-2,6,13,-4,3,7
COc1ccc(COC[C@H](C)N2C[C@@H](C)[C@H](CN(C)S(=O)(=O)c3ccc(F)cc3)OCCCC[C@H](C)Oc3ccc(NC(=O)Nc4ccccc4)cc3C2=O)cc1,-1,nt,-3,-8,-1,-9,nt,3,13,4
O=C(NNc1ncnc2sccc12)c1ccc(Cl)cc1,-4,4,-2,1,1,1,2,2,2,-15
CC(C)(C)c1cc(NC(=O)C2(C)CCN2C(=O)C2(c3ccccc3)CCCC2)no1 (stereo not drawn),2,0,3,1,-2,3,-11,-2,-2,1
COc1ccc(C(=O)Nc2ccnn2C2CCN(CC3CC=CCC3)CC2)cc1 (stereo not drawn),4,-1,-8,2,0,-3,-4,-5,-5,8
CCN(CC)S(=O)(=O)c1ccc(N2CCOCC2)c(NC(=O)c2ccc(NC(C)=O)cc2)c1,0,-9,3,4,0,2,2,0,2,6
CC(C)=CC(=O)OCC(=O)Nc1ccc(F)cc1Cl,-8,-8,2,3,0,3,1,1,0,1

# Arranged by value in PLC-beta3 inh (smallest number first): some entries from above.
compound,PLC-beta3 inh
CCN(CC)c1ccc(NC(=O)c2c(C)noc2C)cc1,-6
O=S(=O)(c1ccc2ccccc2c1)N1CCN(C(=S)Nc2ccccc2F)CC1,-1
CCN(CC)S(=O)(=O)c1ccc(N2CCOCC2)c(NC(=O)c2ccc(NC(C)=O)cc2)c1,3

# (further entries)
SMILES,DDE Tn7 FP inh,ASAP1 GAP inh,PLC-beta3 inh,DDE Tn6 FP inh,PLC-gamma1 inh,SIAE inh,ARFGAP1 inhibitor,ADAM17 inh,ADAM10 inh,TDP2 absorb
O=C(NCc1ccc(Cl)c(Cl)c1)c1cc(C2CCCCN2C(=O)c2ccccn2)on1 (stereo not drawn),2,-17,-4,4,0,-9,8,-4,-3,2
Cc1ccc(S(=O)(=O)c2nc(S(C)(=O)=O)sc2N2CCCC2)cc1,3,-7,-12,0,-1,3,1,-1,-7,-8
O=C(COc1cccc(C(F)(F)F)c1)Nc1nnc(C2CC2)s1,-10,-14,2,-2,1,0,14,-2,-7,-5
NC(=O)c1cccc(Nc2nc(C(N)C3CCCCC3)cs2)n1 (stereo not drawn),-6,2,3,-3,1,8,12,0,-6,0
CCOc1ccc(N(CC(=O)Nc2c(C)n(C)n(-c3ccccc3)c2=O)S(=O)(=O)c2ccc(C)c(C)c2)cc1,-2,nt,-1,-8,3,-1,nt,-4,-5,5
COc1cc(C2C(C(=O)c3ccc(C)o3)=C(O)C(=O)N2Cc2ccccc2)ccc1O (stereo not drawn),0,-9,-10,-9,-4,0,-1,0,1,0
CCOCC(=O)Nc1nc2ccc(S(C)(=O)=O)cc2s1,1,4,2,-5,-1,-6,2,-6,0,19
CCOc1ccccc1C(=O)NC(C(=O)NCCc1ccccn1)C(C)C (stereo not drawn),2,5,0,-3,0,4,12,-5,-1,14
O=C(NN1CCOCC1)c1cc(S(=O)(=O)Nc2cccc(C(F)(F)F)c2)ccc1Cl,-2,-2,1,2,0,-3,-10,-1,1,-2
O=C(Nc1ccc(S(=O)(=O)N2CCCCC2)cc1)c1ccc(=O)[nH]c1,-4,-10,-8,-6,1,-3,0,6,-7,-4
CCN(CC)CCCN(C(=O)c1ccco1)c1nc(-c2ccc(C)cc2)cs1,-3,3,-5,3,2,10,4,1,12,-7
O=C(c1ccccc1)N1N=C(C(F)(F)F)CC1(O)c1ccc(F)cc1 (stereo not drawn),0,-4,5,-1,2,2,6,8,12,-14
O=C1[C@@H](CCc2ccccc2)[C@@H]2c3cc4ccccc4cc3C=NN2[C@@H]2c3cc4ccccc4cc3C=NN12,7,nt,-5,-4,-4,0,nt,-3,-12,-2
CCc1n[nH]c(=S)n1/N=C/c1cccc2ccccc12,-5,0,-8,-1,6,2,0,-1,5,-23
CCOC(=O)c1oc2c(CN3CCCCC3C)c(O)ccc2c(=O)c1-c1ccc(OC)c(OC)c1 (stereo not drawn),6,-3,-15,-6,-12,0,3,-4,4,1
O=S(=O)(Nc1cccc(C(F)(F)F)c1)c1cnc[nH]1,2,-3,4,-4,1,7,0,-1,13,5
COc1ccc(NC(=O)Cn2nc(Cc3cccnc3)c3ccccc3c2=O)cc1OC,4,-19,2,-2,4,-1,4,-1,11,0
CCSCc1nc2ccccn2c1Br,6,-9,-28,2,-20,0,5,-7,-22,10
Cc1cc(C)c(S(=O)(=O)Nc2ccccc2-c2ccccc2)c(C)c1,-8,-16,-5,-5,1,-6,-7,7,19,-4
Cc1cccc(CC(C)NC(=O)c2cc(COc3ccc(C)c(C)c3)on2)n1 (stereo not drawn),2,15,-7,3,9,-15,-2,2,11,-23
N#Cc1cc(C#N)c(N2CCN(c3ccccn3)CC2)nc1N,-5,-14,-4,-4,-8,9,-1,-6,-5,7
CN(CC(=O)Nc1ccc(Cl)cc1)C(=O)c1ccc(N2CCCC2=O)cc1,-8,-1,-7,4,1,0,1,-2,-5,2
NS(=O)(=O)c1ccc(NC(=O)Nc2cccc(Cl)c2)cc1,-1,9,-1,-11,0,-39,3,1,1,6
CCn1c(SCc2ccccc2)nc2ccccc2c1=O,-2,-9,-7,1,-2,0,-2,-3,9,-6
O=C(Nc1nnc(-c2ccncc2)s1)Nc1ccccc1F,-4,3,-3,-6,1,-5,0,-3,-6,2
Cc1onc(-c2ccccc2)c1C(=O)OCCOc1ccccc1F,-3,-8,-8,5,3,-4,11,3,4,-8
CCNC(=O)N(C)[C@H]1C[C@H]2c3[nH]c4c(-c5cccc(C)c5)cccc4c3CCN2C(=O)[C@H]1[C@H](C)O,-8,nt,-54,-8,-45,2,nt,-29,-103,-4
CCOC(=O)c1cc2cc(OC)ccc2n1C1CCN(CCc2ccccc2)CC1,5,11,-92,-13,-58,9,12,-14,-78,1
CCCOc1ccc(N/C=C/C(=O)c2ccc(OC)c(OC)c2)cc1,3,-22,-78,6,-57,7,-6,0,-2,-14
CCc1nnc(NC(=O)c2ccc(-c3ccccc3Cl)o2)s1,-4,6,-2,1,-6,-4,-3,-4,-14,4
O=C(NNC(=O)c1ccc[nH]1)c1cccc(C(F)(F)F)c1,-4,-7,-4,-8,3,5,-2,-2,-2,16
Cc1ccccc1NC(=O)N1CCCC(c2nc(-c3ccc(F)cc3)no2)C1 (stereo not drawn),2,-15,1,3,-1,1,9,0,2,4
Cc1cc(C)cc(Nc2c3c(nc4ncnn24)CCC3)c1,-5,1,-12,-2,-14,-3,-6,4,8,-21
CC[n+]1cc(C)ccc1/C=C/c1ccc(N(C)C)cc1,-15,6,-53,-9,-35,-34,7,-1,3,-8
